# Source: PubChem
# S1P1 ag pot: agonists and agonism potentiators of human S1P1 receptor | P21453 | S1P1 CRE-bla cells, forskolin, beta-lactamase FRET, potentiator mode; S1P1 agonist co-added at EC20, 2 nM; 100% = saturating reference agonist, 0% = basal | activation, % at 9.5 µM | 56,000 compounds, 0.57% hits | AID 449;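 active means activation above a cutoff set at the mean activation of all tested compounds plus 3 SD, cut at about 54% in these data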;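 further: forskolin at 4 µM as EC80 and the EC20 agonist is SEW2871; 100% = SEW2871 at its EC100 plus forskolin at EC80; some compounds past the cut are filed as inactive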
# M1 agonist: agonists of M1 muscarinic receptor; AID 626; CHO-M1 cells, Fluo-4 calcium fluorescence, agonist mode; hits give high values; B-score at 10 µM; 64,000 compounds, 3% hits;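 active means fluorescence rise, raw or as B-score row- and column-corrected plate score, outside the 99.7% band of its plate's samples, either direction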
# HEK293 NFkB inh: inhibitors of the PMA/ionomycin-induced NF-kB reporter in HEK293 cells; HEK-293 NF-kB luciferase reporter, luminescence; inhibition, % at 3 µM; 62,000 compounds, 0.21% hits; AID 465;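 active means inhibition above the mean of all tested compounds plus 3 SD, cut at about 40% in these data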;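 further: 0% = stimulated DMSO wells and 100% = 10 µM reference inhibitor 5653914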
#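 Material: HEK-293 cells with stable firefly luciferase reporter driven by four HIV NF-kB elements / Also added: PMA plus ionomycin mix as NF-kB-activating stimulus / Compound dosing: 3 µM once, 0.30% DMSO / Times: 1 h pretreatment, 16 h stimulation, 37 °C / Signal: luminescence / Evaluation: per-plate % inhibition versus controls / Benchmarks: DMSO and 10 µM reference inhibitor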
# M1 antagonist: antagonists of rat M1 muscarinic receptor | P08482 | CHO-M1 cells, Fluo-4 calcium, ACh EC80 antagonist mode; hits give low values | 64,000 compounds, 3.4% hits | B-score at 10 µM;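 active means calcium fluorescence response, raw or row-and-column corrected B-score, differing from the plate sample mean either way at a set confidence level, mostly lower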
# D1 mod: allosteric modulators of human D1 dopamine receptor; P21728; 58,000 compounds, 5.9% hits; AID 641; B-score at 10 µM; HEK293 D1, CRE-luciferase, dopamine EC30 potentiation; actives deviate in either direction;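 active means luminescence count or its row- and column-corrected plate score outside the 99.7% band of the plate's sample wells, on either side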
# Target sequence (P21728 whole entry, looked up): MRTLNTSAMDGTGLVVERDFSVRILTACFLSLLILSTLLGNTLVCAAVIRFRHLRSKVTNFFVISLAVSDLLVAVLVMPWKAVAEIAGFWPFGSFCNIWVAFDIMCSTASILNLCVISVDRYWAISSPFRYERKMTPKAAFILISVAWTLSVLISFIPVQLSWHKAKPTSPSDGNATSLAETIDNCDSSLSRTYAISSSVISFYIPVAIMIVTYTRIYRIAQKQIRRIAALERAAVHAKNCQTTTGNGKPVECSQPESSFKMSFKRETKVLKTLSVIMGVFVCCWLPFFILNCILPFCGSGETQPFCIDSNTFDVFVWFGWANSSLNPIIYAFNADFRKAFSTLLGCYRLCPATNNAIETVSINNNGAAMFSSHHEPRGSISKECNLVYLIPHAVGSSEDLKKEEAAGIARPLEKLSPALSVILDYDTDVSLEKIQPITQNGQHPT
# Ec RNAP inh: inhibitors of Escherichia coli RNA polymerase | E. coli RNA polymerase, fluorescence transcription assay | inhibition, %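 (tested at 10 µM)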 | 62,000 compounds, 0.2% hits | AID 559; in the data active means inhibition above about 20%;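 further: 0% = enzyme without compound and 100% = no enzyme blank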
# TNAP act DEA: activators of human TNAP at intermediate phosphate acceptor; P05186; purified TNAP, CDP-star luminescence, 100 mM DEA, 30 min; hits give high values; scale: 0 levamisole-inhibited, 1 vehicle-only enzyme; activation factor at 20 µM; 64,000 tested, under 10 active; AID 813;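 active means activation factor of at least 2 at 20 µM, relative to controls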
# S1P3 agonist: S1P3 (human) receptor agonism; S1P3 NFAT-BLA reporter cells, FRET ratio; relative to 1 µM S1P, basal subtracted; Q99500; 60,000 compounds, 0.1% hits; AID 373; activation, % at 4.5 µM;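 active means activation above the screen-wide mean plus 3 SD, cut at about 4.5% in these data, passing the limit was not always enough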; further: some compounds called inactive have numbers as strong as hits
# Target sequence (Q99500 whole entry, looked up): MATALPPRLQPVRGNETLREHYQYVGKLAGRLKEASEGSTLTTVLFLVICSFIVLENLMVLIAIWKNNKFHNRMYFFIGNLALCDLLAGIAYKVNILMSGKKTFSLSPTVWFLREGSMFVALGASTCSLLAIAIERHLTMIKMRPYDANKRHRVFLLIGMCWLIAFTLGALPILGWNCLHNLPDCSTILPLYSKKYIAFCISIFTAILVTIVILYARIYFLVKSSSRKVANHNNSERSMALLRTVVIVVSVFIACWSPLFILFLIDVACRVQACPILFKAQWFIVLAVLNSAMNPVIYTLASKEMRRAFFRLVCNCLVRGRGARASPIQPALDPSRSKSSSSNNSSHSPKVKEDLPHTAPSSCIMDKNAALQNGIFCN
#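 Material: Human S1P3 NFAT-BLA reporter CHO cells | Incubation: Overnight plating, 4 h compound 37 °C, 2 h substrate RT | Signal: FRET β-lactamase substrate fluorescence, excitation 405 nm, 460/535 nm emission ratio, background-subtracted | Compound: 4.5 µM final, single dose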
# Jurkat viability: reduces viability or proliferation of Jurkat cells | AID 463 | 56,000 compounds, 1.2% hits | inhibition, % at 4 µM | Jurkat E6.1 viability, ATP luminescence, 48 h;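 active means inhibition above the mean inhibition of all tested compounds plus 3 SD, cut at about 28% in these data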
# * = called active by the depositor; . = not tested or not shown.
# Field names: A = S1P1 ag pot; B = M1 agonist; C = HEK293 NFkB inh; D = M1 antagonist; E = D1 mod; F = Ec RNAP inh; G = TNAP act DEA; H = S1P3 agonist; I = Jurkat viability
OCCOCC#CCN1CCOCC1
  A = 0; B = 0.85; C = .; D = -0.91; E = -0.31; F = 10; G = 0.9; H = -1.5; I = .

CCN(CC)C(=O)c1ccc(N2C(=O)C3CC=C(Cl)CC3C2=O)cc1 (stereo unspecified)
  A = -18; B = -0.26; C = -11; D = 0.37; E = 0.04; F = 6; G = 0.9; H = 0.5; I = -12

O=C1NC(=O)N(Cc2ccccc2Cl)C(=O)/C1=C/N1CCOCC1
  A = -12; B = 0.063; C = -4; D = 0.73; E = -0.046; F = 6; G = 0.8; H = -0.5; I = 1

CCc1cccc2c(C#N)cn(CC(=O)N3CCOCC3)c12
  A = .; B = -0.51; C = 7; D = 0.33; E = -1.1; F = 5; G = 0.9; H = 0.0; I = -8

CC(C)OC12Oc3ccccc3C=C1N1CCC2CC1 (stereo unspecified)
  A = -5; B = -0.049; C = 10; D = -0.12; E = -0.96; F = 7; G = 1; H = -1.5; I = -5

O=C(CSc1ccccc1)N1CCC2(CC1)OCCO2
  A = -1; B = -0.065; C = -10; D = -0.17; E = 0.52; F = 11; G = 1; H = -0.8; I = -2

Cn1c(O)c(C=NCCc2c[nH]c3ccccc23)c(=O)n(C)c1=O
  A = .; B = -0.018; C = .; D = -0.28; E = 0.69; F = 2; G = 1; H = .; I = .

O=C1NCN(c2ccccc2)C12CCNCC2
  A = 7; B = 0.94; C = 6; D = -0.3; E = 0.065; F = 10; G = 0.9; H = -0.5; I = 2

CC12CCCCC1N(O)CN2O (stereo unspecified)
  A = -18; B = -0.55; C = 6; D = 0.43; E = 1.1; F = 9; G = 0.9; H = -0.3; I = -10

CN(Cc1ccccc1)Cc1ccccc1OC(=O)N(C)C
  A = -2; B = 0.5; C = 8; D = -0.43; E = .; F = 3; G = 1; H = -1.0; I = -1

Cc1ccc(C)c(NC(=O)CSc2nnc([C@@H](N)Cc3c[nH]c4ccccc34)o2)c1
  A = -11; B = -0.48; C = 12; D = 0.026; E = -0.36; F = 3; G = 1; H = -0.2; I = 4

Cc1nc2ccc(Cl)cn2c1P(=S)(N1CCOCC1)N1CCOCC1
  A = .; B = 1.1; C = 10; D = -0.87; E = -0.49; F = -4; G = 0.9; H = .; I = .

CCC(=NCc1cccnc1)c1c(O)n(C2CCCCC2)c(=O)[nH]c1=O
  A = -26; B = -1.4; C = 15; D = -0.17; E = 15*; F = 8; G = 0.9; H = -1.0; I = 7

CC#CP(=O)(OCC)C(O)(c1ccccc1)C(F)(F)F (stereo unspecified)
  A = -3; B = 0.31; C = 0; D = 0.02; E = 0.31; F = 0; G = 0.8; H = -0.7; I = 1

CCOC(=O)[C@]1(C#N)[C@@H]2C=CC(C(C)=O)=CN2[C@@H](C(N)=O)[C@@H]1c1ccsc1
  A = -6; B = 26*; C = .; D = -0.2; E = .; F = 4; G = 0.9; H = -1.6; I = .

# Reprinted at random: 5 entries already listed, in no set order.
# Field names: A = S1P1 ag pot; B = M1 agonist; C = HEK293 NFkB inh; D = M1 antagonist; E = D1 mod; F = Ec RNAP inh; G = TNAP act DEA; H = S1P3 agonist; I = Jurkat viability
O=C1NCN(c2ccccc2)C12CCNCC2
  A = 7; B = 0.94; C = 6; D = -0.3; E = 0.065; F = 10; G = 0.9; H = -0.5; I = 2

CCc1cccc2c(C#N)cn(CC(=O)N3CCOCC3)c12
  A = .; B = -0.51; C = 7; D = 0.33; E = -1.1; F = 5; G = 0.9; H = 0.0; I = -8

CCN(CC)C(=O)c1ccc(N2C(=O)C3CC=C(Cl)CC3C2=O)cc1 (stereo unspecified)
  A = -18; B = -0.26; C = -11; D = 0.37; E = 0.04; F = 6; G = 0.9; H = 0.5; I = -12

O=C(CSc1ccccc1)N1CCC2(CC1)OCCO2
  A = -1; B = -0.065; C = -10; D = -0.17; E = 0.52; F = 11; G = 1; H = -0.8; I = -2

CC#CP(=O)(OCC)C(O)(c1ccccc1)C(F)(F)F (stereo unspecified)
  A = -3; B = 0.31; C = 0; D = 0.02; E = 0.31; F = 0; G = 0.8; H = -0.7; I = 1

# Further compounds:
# Field names: A = S1P1 ag pot; B = M1 agonist; C = HEK293 NFkB inh; D = M1 antagonist; E = D1 mod; F = Ec RNAP inh; G = TNAP act DEA; H = S1P3 agonist; I = Jurkat viability
O=c1cccc2n1CC1CC2CN(C(c2ccccc2)c2sc3ncnn3c2O)C1 (stereo unspecified)
  A = -16; B = -0.81; C = 14; D = -0.051; E = -0.42; F = 15; G = 0.9; H = -1.4; I = 3

O=c1[nH]c(=O)n(Cc2ccccc2)c(O)c1C=NCCCn1ccnc1
  A = -12; B = -0.22; C = 4; D = 0.13; E = 0.031; F = 4; G = 0.9; H = -0.3; I = 3

Cc1ccc(S(=O)(=O)NCC2CCC(C(=O)N3CCC4(CC3)OCCO4)CC2)cc1 (stereo unspecified)
  A = -14; B = -0.13; C = 6; D = 0.38; E = 0.002; F = 5; G = 0.9; H = -0.2; I = 2

CC(=NCCN1CCCCC1)c1c(O)[nH]c(=O)[nH]c1=O
  A = -12; B = -0.5; C = 7; D = -0.42; E = -0.32; F = -3; G = 0.9; H = -0.1; I = 2

CCC(=Nc1ccccc1NC(C)=O)c1c(O)n(C)c(=O)n(C)c1=O
  A = 4; B = -0.31; C = -5; D = -0.11; E = -0.91; F = .; G = 0.8; H = -0.7; I = -4

COc1ccc(C2SCC(=O)Nc3c2c(=O)[nH]n3C2CCCCCC2)cc1 (stereo unspecified)
  A = -8; B = 0.55; C = .; D = 0.098; E = .; F = -6; G = 0.9; H = -3.2; I = .

Cc1ccc(Cn2nnnc2CN2CCC(n3nnc4cc(C)ccc43)CC2)cc1
  A = 4; B = 1.6; C = -1; D = 0.36; E = .; F = -3; G = 1; H = 0.6; I = -2

Cc1ccc2c(c1)CNc1ccccc1O2
  A = -16; B = 0.34; C = 5; D = 0.74; E = 1.5; F = 8; G = 0.9; H = -0.8; I = 0

Cc1ccc2nc3c(cc2c1)CC1(C(=O)N(C)C(=O)N(C)C1=O)C1CCCCN31 (stereo unspecified)
  A = 0; B = 0.13; C = -12; D = -0.63; E = -0.05; F = 5; G = 0.9; H = -0.4; I = -4

COC(=O)C1C2c3ccccc3OC1(C)N=c1s/c(=C/c3cnn(C)c3C)c(=O)n12 (stereo unspecified)
  A = -6; B = 0.27; C = 13; D = 0.13; E = -0.67; F = 4; G = 0.9; H = -1.3; I = -2

Cc1ccc(C2SCC(=O)Nc3c2c(=O)[nH]n3C2CCOC(C)(C)C2)cc1 (stereo unspecified)
  A = -21; B = 0.54; C = 13; D = -0.07; E = -0.079; F = 8; G = 0.9; H = -0.2; I = 5

O=C(c1ccc2c(c1)OCO2)N1CCC2(CC1)OCCO2
  A = -13; B = -0.74; C = 14; D = 0.25; E = -0.44; F = -5; G = 0.9; H = -1.0; I = 2

CCC(C)N1C(=O)NC(=O)C2(Cc3c(ccc4ccccc34)N(C)C2)C1=O (stereo unspecified)
  A = -26; B = 13*; C = 11; D = -2.1; E = -1.7; F = 4; G = 0.9; H = -1.0; I = 2

CN1C(=O)C(C2(C#N)CCCCC2)C(=O)N(C)C1=O
  A = 11; B = -0.1; C = 16; D = 0.15; E = -0.094; F = -1; G = 0.9; H = -1.1; I = -7

CCOc1ccccc1-n1c(O)c(C=NCc2ccc3c(c2)OCO3)c(=O)[nH]c1=O
  A = -10; B = 0.61; C = 2; D = 0.19; E = 2.6; F = 3; G = 1; H = 0.0; I = 0

Cc1[nH]c2ccccc2c1/C=N/O
  A = 10; B = 0.33; C = 6; D = 2; E = 1; F = .; G = 0.9; H = -1.5; I = -3

CCCS(=O)(=O)N1CCC(C(=O)N2CCC3(CC2)OCCO3)CC1
  A = -27; B = -0.42; C = 6; D = -0.32; E = 1.2; F = 2; G = 1; H = 0.4; I = -12

COc1ccc(OC)c(CC(=O)O)c1
  A = -10; B = 0.03; C = 0; D = 0.47; E = 0.09; F = 8; G = 0.9; H = -0.7; I = -7

COc1cc(OC)c(OC)cc1CNC(C)C(O)c1ccccc1 (stereo unspecified)
  A = -29; B = .; C = -5; D = .; E = 0.5; F = 8; G = 0.9; H = 1.0; I = -2

O=c1c2ccccc2nc(-c2cccs2)n1-c1cnccn1
  A = -8; B = 0.016; C = 4; D = -0.3; E = 0.23; F = 10; G = 0.9; H = -0.9; I = 2

CC(=O)c1c(C)n(CC2CCCO2)c2ccc(O)cc12 (stereo unspecified)
  A = 13; B = 0.047; C = 9; D = -2.1; E = -0.17; F = .; G = 1; H = -0.3; I = 8

CCC(=NC1CC1)c1c(O)n(C2CCCCC2)c(=O)[nH]c1=O
  A = -54; B = -0.26; C = 13; D = 0.052; E = 17*; F = 0; G = 0.9; H = -0.8; I = 6

CCCCc1nc2ccccc2c(=O)n1-c1ccccc1O
  A = -4; B = 1.2; C = .; D = 0.25; E = .; F = 7; G = 0.9; H = -0.9; I = .

O=C(c1ccncc1)C12CN3CN(CN(C3)C1)C2
  A = -21; B = -0.013; C = 10; D = 0.12; E = 0.55; F = 6; G = 0.9; H = 0.5; I = -7

Cc1ccc2c(c1)C1CN(C)CCC1N2S(=O)(=O)c1ccccc1 (stereo unspecified)
  A = -1; B = -0.71; C = 3; D = -0.8; E = .; F = 3; G = 0.9; H = -0.2; I = -5

O=C(C1CCN(c2nc3ccc(Br)cc3s2)CC1)N1CCC2(CC1)OCCO2
  A = 28; B = 7.8*; C = 23; D = -5.5*; E = .; F = 5; G = 0.9; H = -1.7; I = 26

Cn1c(O)c(C=NCc2cccs2)c(=O)n(C)c1=O
  A = -20; B = 0.38; C = 15; D = 0.51; E = -0.97; F = 9; G = 1; H = -0.5; I = -13

O=C(COc1ccc(Cl)cc1)NC1CN2CCC1CC2 (stereo unspecified)
  A = -17; B = 0.59; C = 15; D = -16*; E = -1.1; F = -1; G = 1; H = -0.4; I = -1

CCOC(=O)c1c(N)n(CCN2CCCCC2)c2nc3ccccc3nc12
  A = -6; B = 0.019; C = 11; D = 0.026; E = 0.38; F = -2; G = 0.9; H = 0.0; I = -4

O=C(c1sc2ccccc2c1Cl)N1CCC2(CC1)OCCO2
  A = -7; B = -0.56; C = 5; D = 0.084; E = -0.33; F = -10; G = 0.9; H = -0.8; I = 4

O=c1[nH]c(=O)n(-c2ccc(F)cc2)c(O)c1C=Nc1ccccc1N1CCCC1
  A = -13; B = 4.2*; C = 14; D = 0.1; E = -0.092; F = 3; G = 1; H = -1.1; I = 3

CN(C)CCN=Cc1c(O)n(-c2cccc3ccccc23)c(=O)[nH]c1=O
  A = -10; B = -0.49; C = -1; D = 0.36; E = 0.66; F = 8; G = 1; H = -0.1; I = -4

Cn1c2ccccc2c2c(C(=O)N3CCC4(CC3)OCCO4)cn(C3CCCC3)c(=O)c21
  A = .; B = 14*; C = 10; D = -0.73; E = -0.013; F = 5; G = 0.9; H = .; I = .

Cc1cccc(C)c1NC1=NCCCCS1
  A = -14; B = 0.21; C = 13; D = 0.012; E = -0.22; F = 0; G = 1; H = -0.8; I = 2

Cc1cc(N2CCOCC2)nc2ccc(NC(=O)CCC(=O)N3CCC4(CC3)OCCO4)cc12
  A = -21; B = -0.22; C = 9; D = 0.32; E = 0.011; F = -4; G = 1; H = -0.7; I = 6

# Some of the compounds tested; the hit share may differ from the screen's.
